TR-FRET SRC-2 ct: TR-FRET artefact, counter-screen to PPARgamma/SRC-2 agonist assay | hits give high values | 200,000 compounds, 0.4% hits | AID 1049 | TR-FRET ratio at 8 µM; in the data active = TR-FRET ratio above about 2000; note: inactives centre near 1500
TNAP inh hiacc: blocks human TNAP under high phosphate acceptor concentration | purified TNAP, CDP-star luminescence, 1 M DEA | inhibition, % at 20 µM | 200,000 compounds, 0.03% hits | AID 1135;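 active = over 50% inhibition of tissue-nonspecific alkaline phosphatase at 20 µM in the single-dose screen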;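 note: plate controls were DMSO wells for no effect and EDTA-quenched wells as full inhibition for full effect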
Target sequence (P05186 whole entry, looked up): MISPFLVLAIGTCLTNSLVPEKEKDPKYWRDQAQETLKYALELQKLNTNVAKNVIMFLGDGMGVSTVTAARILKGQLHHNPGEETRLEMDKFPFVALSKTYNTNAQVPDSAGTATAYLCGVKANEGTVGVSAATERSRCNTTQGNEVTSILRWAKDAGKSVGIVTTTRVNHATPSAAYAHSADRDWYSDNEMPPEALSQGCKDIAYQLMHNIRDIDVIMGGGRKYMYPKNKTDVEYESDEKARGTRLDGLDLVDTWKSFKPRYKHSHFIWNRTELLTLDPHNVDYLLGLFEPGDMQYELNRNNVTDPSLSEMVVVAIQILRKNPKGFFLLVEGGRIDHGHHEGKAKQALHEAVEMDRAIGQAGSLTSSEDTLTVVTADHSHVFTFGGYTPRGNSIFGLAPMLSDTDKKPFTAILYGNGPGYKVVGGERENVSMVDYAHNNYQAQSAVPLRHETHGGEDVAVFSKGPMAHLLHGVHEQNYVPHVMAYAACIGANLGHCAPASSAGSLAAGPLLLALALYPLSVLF
bIAP act: intestinal alkaline phosphatase (bovine) activation; purified bovine IAP, CDP-star luminescence, 30 min; hits give high values; fold of DMSO-control signal, blank-subtracted; activation factor at 20 µM; 200,000 compounds, 0.17% hits; AID 1016;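 active = activation factor of 2 or more at 20 µM, a signal rise over negative controls twice the positive control's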
TNAP inh no acc: blocks human TNAP activity with no phosphate acceptor present; 200,000 compounds, 0.26% hits; P05186; purified TNAP, CDP-star luminescence, 30 min; AID 1012; inhibition, % at 20 µM;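 active = tissue-nonspecific alkaline phosphatase inhibition above about 50% at 20 µM in the single-dose screen, limit read from the data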;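 note: 0% = DMSO negative control and 100% = EDTA positive control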
PPARg SRC-2 ag: agonists of SRC-2 recruitment by human PPARgamma. PPARgamma LBD-SRC-2 recruitment, biochemical. activation, % at 8 µM. 200,000 compounds, 0.34% hits; in the data active = activation above about 22%;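 note: 0% = vehicle and 100% = reference agonist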
Target sequence (P37231 whole entry, looked up, the tested form may be a part): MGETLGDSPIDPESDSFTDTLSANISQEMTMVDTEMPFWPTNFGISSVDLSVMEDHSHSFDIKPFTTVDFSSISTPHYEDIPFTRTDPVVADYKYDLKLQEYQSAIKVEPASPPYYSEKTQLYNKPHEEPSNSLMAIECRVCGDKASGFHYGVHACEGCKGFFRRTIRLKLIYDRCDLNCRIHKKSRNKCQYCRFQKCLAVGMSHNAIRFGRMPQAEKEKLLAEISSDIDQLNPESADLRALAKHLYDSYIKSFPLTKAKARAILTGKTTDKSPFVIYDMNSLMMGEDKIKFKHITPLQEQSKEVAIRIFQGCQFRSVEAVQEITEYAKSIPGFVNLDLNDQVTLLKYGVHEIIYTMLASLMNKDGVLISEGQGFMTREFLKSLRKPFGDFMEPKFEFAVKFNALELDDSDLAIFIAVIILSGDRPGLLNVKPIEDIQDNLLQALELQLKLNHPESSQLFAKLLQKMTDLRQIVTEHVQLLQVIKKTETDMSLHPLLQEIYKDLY
TNAP act hi DEA: increases human TNAP activity under high phosphate acceptor concentration. P05186. purified TNAP, CDP-star luminescence, 1 M DEA, 30 min; hits give high values; 0 = EDTA background, 1 = DMSO-only activity. activation factor at 20 µM. 200,000 tested, under 10 active. AID 1136;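 active = activation factor at least 2 at 20 µM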
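Test system – human TNAP · Doses – 20 µM single point · Incubation – 30 min, room temperature · Signal – luminescent substrate turnover signal · Read-out basis – activation factor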
PPARg SRC-1 ag: promotes SRC-1 coactivator recruitment by human PPARgamma. P37231. PPARgamma-SRC-1 coactivator recruitment biochemical assay. activation, % at 8 µM. 200,000 compounds, 0.41% hits; in the data active = activation above about 19%;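 note: 0% = DMSO and 100% = reference agonist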
bIAP inhibitor: intestinal alkaline phosphatase (bovine) inhibition | purified bovine IAP, CDP-star luminescence, 30 min | inhibition, % at 20 µM | 190,000 tested, under 10 active | AID 1019;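 active = over 50% inhibition of intestinal alkaline phosphatase at 20 µM in the single-dose screen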
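test system = bovine IAP enzyme | medium = DEA buffer 100 mM, pH 9.8, with MgCl2 1.0 mM, ZnCl2 0.02 mM | detection = luminescence | dosing = single compound dose of 20 µM, 2% DMSO final | incubation = 30 min reaction at room temperature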
PPARg SRC-3 ag: promotes SRC-3 coactivator recruitment by human PPARgamma | biochemical PPARgamma/SRC-3 coactivator recruitment assay | P37231 | 200,000 compounds, 0.26% hits | activation, % at 8 µM; in the data active = activation above about 23%;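 note: 0% = DMSO and 100% = reference agonist; some compounds past the cut are filed as inactive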
Efa HMGR inh: E. faecalis class II HMG-CoA reductase inhibition. purified E. faecalis HMGR, NADPH absorbance 340 nm kinetic. inhibition, % at 10 µM. 190,000 compounds, 0.41% hits;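 active = inhibition above a set limit, the median over all tested compounds plus 3 SD, cut at about 9.5% in these data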;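 note: enzyme runs in reverse so mevalonate oxidation gives rising NADPH absorbance; 0% = complete reaction with DMSO and 100% = background rate lacking mevalonate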
* hit, by the source's call; x = not tested or not shown. No enrichment for hits. Share with any hit: about 1.6%.

SMILES	TR-FRET SRC-2 ct	TNAP inh hiacc	bIAP act	TNAP inh no acc	PPARg SRC-2 ag	TNAP act hi DEA	PPARg SRC-1 ag	bIAP inhibitor	PPARg SRC-3 ag	Efa HMGR inh
O=C(Nc1ccc(CN2CCCCC2)cc1)Nc1ccc(Br)cc1Cl	1498	-4	1.1	-14	1	1	4	-12	3	-2
CCCCOc1ccccc1C(=O)NCCCCCC(=O)O	1643	-5	1	-13	1	1.1	1	0	-1	-1
COCCCNCCOc1ccc(C(C)(C)c2ccccc2)cc1	1425	-6	0.9	-7	-7	1.1	-3	5	0	2
Cc1ccc(-n2c3c(cc(C(=O)Nc4cccc(C)n4)c2=O)C(=O)CCC3)cc1	x	-1	1	-2	x	1	x	-4	x	x
COCCn1c(SCCOc2ccccc2)nc2ccccc2c1=O	1541	-3	1	-3	7	1	-1	2	3	-1
COc1ccc(-c2cc(=O)n(CCC#N)[nH]2)cc1	1712	0	1	-14	6	1	4	-2	5	4
CCOC(=O)c1c(NC(=O)CSc2nnc(-c3cccc(C)c3)n2CC)sc(C(C)=O)c1C	1695	-1	0.9	-2	18	1	18	5	21	-1
CCOc1ccc(N(CC(=O)Nc2ccccc2C(=O)NCc2ccco2)S(C)(=O)=O)cc1	1441	-5	1	-9	4	1	1	5	-7	-2
COc1ccccc1-c1csc(NC(=O)c2cc(-c3cccs3)nc3ccccc23)n1	1709	3	1.1	-5	6	1	4	-8	2	2
CC(C)Nc1nc(NC(C)C)nc(N(C#N)CCOc2ccc(Cl)cc2Cl)n1	1525	-2	1	-10	9	1	9	3	2	0

Reprinted from the part before: two compounds; new compounds follow.
SMILES	TR-FRET SRC-2 ct	TNAP inh hiacc	bIAP act	TNAP inh no acc	PPARg SRC-2 ag	TNAP act hi DEA	PPARg SRC-1 ag	bIAP inhibitor	PPARg SRC-3 ag	Efa HMGR inh
COc1ccccc1-c1csc(NC(=O)c2cc(-c3cccs3)nc3ccccc23)n1	1709	3	1.1	-5	6	1	4	-8	2	2
CC(C)Nc1nc(NC(C)C)nc(N(C#N)CCOc2ccc(Cl)cc2Cl)n1	1525	-2	1	-10	9	1	9	3	2	0
CN(CCOc1ccccc1)S(=O)(=O)c1ccc2oc3ccccc3c2c1	1527	-3	0.5	8	-5	1	-3	49	-5	-2
CC(=NCCCNC1CCCCC1)C1=C(O)CC(C)(C)CC1=O	1516	-4	1	-10	6	1	1	0	12	-1
CCc1ccccc1N(C(=O)c1cccs1)C1C=CS(=O)(=O)C1 (centres undefined)	1650	-1	1	-6	6	1	11	4	7	-3
Cc1noc(C)c1COc1cccc(C(=O)NCc2cccc(Cl)c2)c1	1533	-4	0.9	-8	-11	1	11	9	10	-1
O=c1c2ccccc2nc2ccccn12	1708	-6	1	-9	7	1.1	2	-4	4	-3
N#C/C(=C/c1ccccc1)C(=O)NCc1ccccc1	1603	-3	1.1	-6	5	1	8	-7	2	-1
O=C(O)CSc1ncn[nH]1	1563	-5	0.9	-12	6	1.1	12	13	6	-1
Cc1cccc(C(=O)OCC(=O)Nc2sc3c(c2C#N)CCC3)c1	1538	5	1	-12	0	0.9	2	3	4	1
CCOc1ccc(/C(CCC(=O)O)=N/NC(=S)NC(C)C)cc1	1754	-7	0.9	-14	9	1.1	5	6	4	2
COc1ccc(-c2nn(-c3ccccc3)cc2CNC(C)Cn2cncn2)c(F)c1 (centres undefined)	1608	1	1	-1	5	1	2	0	-2	-3
COC(=O)c1ccc(NC(=O)CSCc2ccc(C)cc2)cc1	1406	0	0.4	-6	6	1	2	x	1	0
CCOC(=O)CNC(=O)c1cn(C)c(=O)c2cc(OC)c(OC)cc12	1369	-3	1	-6	-2	1	1	-4	2	-2
O=C(Nc1nc(-c2ccncc2)cs1)c1ccc(F)cc1	1720	-6	1	-18	6	1.1	-4	2	-1	-3
O=C(NCc1ccco1)c1ccc(Cl)s1	1520	-4	1	2	-3	1	17	-2	1	7
Nc1ccc(C(=O)OCC(=O)NC2CCCc3ccccc32)cc1[N+](=O)[O-] (centres undefined)	1577	0	0.9	-17	8	1	3	14	3	-8
Cc1cc(NC(=O)Nc2ccc(F)c(Cl)c2)no1	1617	-3	1	-8	0	1	-2	-3	14	-10
COc1ccc(/C=C/C(=O)Nc2ccccc2C(=O)N2CCCC2)cc1	1565	-7	1	-11	3	1.1	4	3	8	-2
CCCCN(CCCC)S(=O)(=O)c1ccc(NC(=O)Cc2cccs2)cc1	1431	-10	0.4	-18	-2	1.1	-1	x	10	-7
Cc1ccc(NC(=O)c2ccco2)cc1C	1353	0	0.9	-6	3	1	-4	5	-6	-4
COc1ccc(NC(=O)N(Cc2ccc3c(c2)OCO3)C2CC(=O)N(c3ccc(OC)cc3)C2=O)cc1 (centres undefined)	1438	-4	0.9	0	5	1	2	11	-3	3
Cc1nc(NC(=O)c2ccco2)sc1-c1csc(Nc2ccc(Cl)cc2)n1	1561	-5	0.9	-9	-8	1	-1	6	-5	-5
CCOc1ccc(C(=O)NC(C(=O)NCc2ccccn2)C(C)C)cc1 (centres undefined)	1379	-5	1	-12	0	1.1	-7	2	-4	-2
CCCCSc1nc(C)cc(C)c1S(=O)(=O)c1ccccc1C	1616	-5	0.8	-8	5	1.1	2	25	5	6
Cc1c(CCO)c(=O)n(C)n1C(=O)c1ccc(Cl)cc1	1664	-3	0.9	-5	-1	1	2	7	-1	-3
Cc1ccccc1NC(=O)CSc1nnc(-c2ccoc2C)n1CCc1ccccc1	1420	-5	1.1	3	-9	1	4	-8	7	-13
Cn1c(=O)[nH]c(=O)c2c1nc(Br)n2CCCSc1nc2ccccc2o1	1591	-6	0.9	-12	6	1.1	5	6	16	-6
CCC(=O)N1CCc2cc(Br)cc(S(=O)(=O)NCC3CCCN3CC)c21 (centres undefined)	1610	-7	0.8	-9	5	1.1	6	17	-7	2
CCCC1c2ccc(C)n2CCN1C(=O)Nc1ccccc1Cl (centres undefined)	1717	1	0.9	-11	3	1	5	14	-2	-7
Nc1cc(N)nc(SCC(=O)Nc2ccccc2)n1	1356	-6	0.5	-10	-10	1.1	-8	x	7	-4
COC(=O)c1ccc(CSc2n[nH]c(-c3ccccc3)n2)o1	1542	2	1	70*	-4	1	-6	3	1	-2

Compounds above with fluorine (three):
SMILES	TR-FRET SRC-2 ct	TNAP inh hiacc	bIAP act	TNAP inh no acc	PPARg SRC-2 ag	TNAP act hi DEA	PPARg SRC-1 ag	bIAP inhibitor	PPARg SRC-3 ag	Efa HMGR inh
COc1ccc(-c2nn(-c3ccccc3)cc2CNC(C)Cn2cncn2)c(F)c1 (centres undefined)	1608	1	1	-1	5	1	2	0	-2	-3
O=C(Nc1nc(-c2ccncc2)cs1)c1ccc(F)cc1	1720	-6	1	-18	6	1.1	-4	2	-1	-3
Cc1cc(NC(=O)Nc2ccc(F)c(Cl)c2)no1	1617	-3	1	-8	0	1	-2	-3	14	-10

Further records
SMILES	TR-FRET SRC-2 ct	TNAP inh hiacc	bIAP act	TNAP inh no acc	PPARg SRC-2 ag	TNAP act hi DEA	PPARg SRC-1 ag	bIAP inhibitor	PPARg SRC-3 ag	Efa HMGR inh
COCCCn1c(=N)c(C(=O)NCc2ccc3c(c2)OCO3)cc2c(=O)n3ccccc3nc21	1539	0	1	10	0	1	2	5	9	3
O=C1N(CC(=O)N2CCc3ccccc32)CCN1Cc1ccc(Cl)cc1	1319	-4	1	-6	0	1	-4	0	-3	3
COc1ccc(C(=O)CCC(C)(C)[N+](=O)[O-])cc1	1532	-2	1	1	-1	1	-3	3	6	12*
CCCOc1cc(C)c(S(=O)(=O)NCCOC)cc1C	1579	1	0.9	-10	-1	1	-6	8	-8	1
N/C(=N\OC(=O)c1ccccc1Cl)c1ccccc1	1383	-7	1	-8	-10	1.1	0	4	0	-1
Cc1ccc(NC(=O)CCC(=O)N/N=C/c2cccs2)cc1	1644	2	0.8	-2	4	1	-4	16	3	-6
COc1ccccc1NC(=S)N1CCN(c2nc(-c3ccccc3)cs2)CC1	1732	-2	1	-4	-4	1	3	-1	-5	-8
C1CCN=C(Nc2nc3c(s2)CCCC3)CC1	1671	1	0.9	14	4	1	5	5	-1	0
Cc1cc(C(F)(F)F)c(C#N)c(Sc2ccccc2)n1	1297	-4	0.7	-14	2	1	3	33	-14	-2
CCCS(=O)(=O)Nc1c(C(=O)OC)[nH]c2ccccc12	1391	2	0.9	-1	1	1	-8	8	-3	-5
CCn1nc(C)c(NS(=O)(=O)c2ccccc2)c1C	1696	-6	0.9	-22	7	1.1	-3	10	1	-3
Cc1cc(NO)nc(-c2ccc(Br)cc2)n1	1752	0	0.9	-2	8	1	-1	10	1	1
CCOc1ccc(-c2[nH]nc3c2C(c2cccnc2)C(C#N)=C(N)O3)cc1 (centres undefined)	1561	2	1	19	0	1	10	-1	3	2
O=C(N/N=C\c1c(O)ccc2ccccc12)c1ccc(Cn2cccn2)o1	1576	6	0.8	-16	10	0.9	2	18	6	0
CCOc1ccccc1Oc1coc2cc(OC)ccc2c1=O	1800	-3	1	-5	14	1	8	2	8	0
CC(NC(=O)c1ccc([N+](=O)[O-])cc1[N+](=O)[O-])c1ccc(-c2ccccc2)cc1 (centres undefined)	1620	0	1.1	-6	10	1	2	-6	1	-1
O=C(Nc1ccccc1)OC1CCS(=O)(=O)C1 (centres undefined)	1678	-1	1	-6	9	1	5	2	4	-2
Cc1cc(C)cc(-n2c(SCC(=O)NCc3ccc4c(c3)OCO4)nc3ccccc3c2=O)c1	1498	-4	0.9	-9	2	1	-6	13	-7	-3
O=C(Cc1ccc(S(=O)(=O)N2CCCCC2)s1)Nc1ccc(F)cc1F	1339	2	1	-3	-3	1	-12	2	-2	-3
CCOCc1c(C(=O)Nc2cc(OCC)c(N3CCOCC3)cc2OCC)oc2ccccc12	1713	-1	1.2	-12	3	1	6	-21	3	4
CCS(=O)(=O)N1CCCC(C(=O)c2ccc(OC)cc2C)C1 (centres undefined)	1515	0	1	-2	2	1	5	-4	0	-3
O=C(COC(=O)c1c[nH]c(=O)[nH]c1=O)Nc1ccccc1F	1651	-1	1.2	-9	2	1	8	-24	2	-1
COc1cc(CN2CCCC(CO)(Cc3cccc(Cl)c3)C2)cc2c1OCO2 (centres undefined)	1571	-4	1	-6	9	1	9	-2	1	-2
Cc1ccccc1NC1=C(Cl)C(=O)OC1NC(=O)c1ccccc1 (centres undefined)	1308	-4	0.9	-6	-6	1	0	9	1	-5
CC(C)OC(=O)NCCOC(=O)Nc1ccc(Cl)cc1	1491	-3	1.3	-8	-5	1	-3	-28	3	3
N#Cc1c(-c2ccccc2)cc2nc3ccccc3n2c1N	1509	1	0.9	-3	-1	1	2	7	5	-11
CN1CCN(C(=O)CNc2ccc(C(F)(F)F)cc2[N+](=O)[O-])CC1	1420	3	0.9	6	4	1	0	7	-2	-6
C[C@@H]1C(=O)O[C@@H]2[C@H](O)C34[C@H]5C[C@@H](C(C)(C)C)C36[C@H](OC(=O)[C@@H]6O)OC4(C(=O)O5)[C@@]12O (some centres undefined)	1496	-8	0.7	-10	16	1.1	-2	29	2	-1
CCCCN1CNC(=S)N(CCc2ccccc2)C1	1710	-2	0.9	1	9	1	10	6	2	-3
C=CCN(CC=C)C(=O)COC(=O)c1n[nH]c2ccccc12	1522	2	1	35	9	1	5	1	10	2
NCCOc1ccccc1-c1ccccc1	1557	-9	0.8	-14	-8	1.1	3	25	-4	-2
CC(=O)Nc1ccccc1NC(=O)c1cc(C)ccc1C	1369	-6	0.9	-4	-5	1.1	-3	14	2	0
CCCCOc1ccc(C2=NNC(=O)CC2)cc1	1585	-3	0.9	-6	-5	1	-3	13	5	-2

Source: PubChem BioAssay (several laboratories)
